aDG glyco act: alpha-DG glycosylation activation. Pro5-aDG cells, alpha-DG glycosylation AlphaScreen (IIH6); 0% Pro5, 100% B10-LARGE cell signal. activation, % at 10 µM. 0.22% of 360,000 active. AID 624168;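 active = activation of at least 8% versus controls, or a plate z-score of at least 8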;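 also: Pro5 are CHO cells carrying HIG-tagged alpha-DG that lacks glycosylation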
Peg3 prom inh: inhibitors of Peg3 promoter; HeLa PEG-Prom luciferase reporter, luminescence, overnight; inhibition, % at 20 µM; 1.7% of 360,000 active; AID 588405;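 active = inhibition of at least 50% at 20 µM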
NR2E3 ag-1: agonists of human nuclear receptor NR2E3; Q9Y5X4; AID 2300; inhibition of corepressor binding, % at 4.78 µM; GST-NR2E3/biotin-RetCOR TR-FRET, 1536-well; 0.12% of 320,000 active;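 active = percent inhibition above the cutoff of mean plus 3 SD of all tested compounds, set per screening campaign, cut at about 20% in these data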;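 also: 0% = DMSO wells and 100% = biotin wells as full block of FRET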
Target sequence (Q9Y5X4 whole entry, looked up): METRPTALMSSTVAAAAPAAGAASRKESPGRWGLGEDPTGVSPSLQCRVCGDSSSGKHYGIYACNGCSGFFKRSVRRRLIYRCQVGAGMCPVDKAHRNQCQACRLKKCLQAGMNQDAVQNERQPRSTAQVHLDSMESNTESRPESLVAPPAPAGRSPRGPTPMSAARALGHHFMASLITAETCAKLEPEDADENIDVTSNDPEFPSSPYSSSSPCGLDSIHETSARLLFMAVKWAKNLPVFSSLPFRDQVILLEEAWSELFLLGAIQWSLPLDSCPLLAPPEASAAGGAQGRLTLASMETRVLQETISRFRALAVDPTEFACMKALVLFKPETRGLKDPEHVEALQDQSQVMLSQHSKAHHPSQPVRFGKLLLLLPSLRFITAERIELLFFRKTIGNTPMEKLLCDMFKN
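Format: 1536-well format; test system: GST-NR2E3 and biotin-RetCOR proteins; read-out basis: percent inhibition of TR-FRET ratio; timing: 5 h incubation at 4 °C; detection: time-resolved FRET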
TWEAK-Fn14 inh: blocks TWEAK-Fn14 interaction in a reporter cell assay. TWEAK-stimulated Fn14 reporter cells, luciferase luminescence, 8 h. inhibition, % at 10 µM. 2% of 360,000 active. AID 1159606; in the data active = inhibition above about 50%
MITF TRPM1 inh: inhibitors of MITF-driven TRPM1 promoter in melanoma cells; AID 488899; 0.83% of 330,000 active; SK-MEL-5 TRPM1 promoter luciferase, 24 h; inhibition, % at 12.5 µM;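 active = mean inhibition across replicates of 60% or more, whatever share of single replicates reaches that level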; also: values of inactives mirror those of a sister screen read the other way
NR2E3 ag-2: agonists of human NR2E3 nuclear receptor. 0.35% of 360,000 active. Q9Y5X4. AID 602229. inhibition of corepressor binding, % at 3.98 µM. CHO-S Gal4-NCOR/VP16-NR2E3 two-hybrid, luciferase;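 active = inhibition above the mean of all tested compounds plus 3 SD, cut at about 70% in these data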;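 also: 0% = DMSO with NR2E3 transfected cells and 100% = cells lacking NR2E3 construct; higher means lower luciferase signal from less NR2E3 corepressor binding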
CF NFkB inh: blocks PAF-induced NF-kB reporter in cystic fibrosis cells; KKLEB NF-kB-GFP reporter, GFP fluorescence overnight; 0.86% of 360,000 active; inhibition, % at 5 µM;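 active = at least 50% inhibition at 5 µM, scaled per plate between neutral and stimulator controls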;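 also: PAF is a Pseudomonas aeruginosa culture filtrate used as stimulus; plate controls were PAF-stimulated DMSO wells for no effect and unstimulated DMSO wells for full effect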
Shn3 3UTR inh: Schnurri-3 reporter inhibition in Clone20 osteoblasts. Clone20 osteoblast Shn3 3'UTR firefly luciferase, 24 h. 0.52% of 360,000 active. inhibition, % at 12.5 µM. AID 588674;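 active = mean inhibition of at least 75% with every replicate also reaching 75%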;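 also: 0% = median of neutral control wells and 100% = pilot-screen positive control compound; some compounds past the cut are filed as inactive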
KKLEB cytotox: reduces viability of KKLEB cystic fibrosis airway cells; KKLEB CF airway cells viability, ATPlite luminescence, overnight; stronger effect = lower value; cells stimulated with P. aeruginosa culture filtrate; activity change (cytotoxicity), % at 5 µM; 0.36% of 360,000 active; AID 602141;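 active = corrected activity change at or below -50% at 5 µM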
HIF-2a inh: HIF-2a inhibition; 786-0 RCC cells HIF-2a reporter, luciferase luminescence, overnight; inhibition, % at 18.8 µM; 0.72% of 360,000 active;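 active = inhibition of the luminescence signal of 40% or more relative to plate controls, in a single-dose primary screen at 18.75 µM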
hiPSC survival: increases survival of single human iPS cells. hiPSC single-cell survival, ATPlite luminescence; 100% = ROCK inhibitor wells, 0% = DMSO. 0.044% of 360,000 active. survival enhancement, % at 20 µM; in the data active = survival enhancement above about 18%;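 also: cells exposed to compounds for 16 hours before the ATP read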
Starred values were filed as active, the others as inactive; x = no result given. Not a hit list; overall some 4.4% were active at least once.

molecule	aDG glyco act	Peg3 prom inh	NR2E3 ag-1	TWEAK-Fn14 inh	MITF TRPM1 inh	NR2E3 ag-2	CF NFkB inh	Shn3 3UTR inh	KKLEB cytotox	HIF-2a inh	hiPSC survival
NC(N)=NCC(O)CN(c1ccccc1)c1ccccc1 (stereo not given)	-0.2	12	-1	25	x	-12	-20	x	13	23	-0.3
CCc1ccc(C(=O)N2CCC(c3nc4ccccc4s3)CC2)cc1	0.1	1	3	-5	6	9	-8	-24	10	-5	-3.8
CN(C)C(CNC(=O)c1ccc(NS(=O)(=O)c2ccc(F)cc2)cc1)c1ccco1 (stereo not given)	0.2	-2	0	-3	0	21	2	-9	-3	2	-0.5
O=C(CN1C(=O)COc2ccccc21)NCCCN1CCCCC1	-0.2	-2	4	27	-2	-19	16	1	2	2	0.3
COc1ccc(-c2cc(C(=O)NCCc3ccccc3)no2)cc1OC	0.1	-15	2	7	-7	-1	14	21	-7	-5	5.3
Cc1nnc(NC(=O)CSc2nc3c(c(=O)n2CCc2ccccc2)SC(C)C3)s1 (stereo not given)	0.2	-1	-1	-24	x	-22	26	27	-5	-7	-0.5
O=C(CSc1nnc(C2CC2)n1C1CC1)c1cccs1	0.4	-11	x	15	4	-66	5	-2	-4	-16	4.0
O=Cc1ccc(OCC(=O)Nc2ccccc2C(F)(F)F)cc1	0.3	-53	0	-14	-20	-28	-22	-34	9	-52	-0.4
O=C(COC(=O)c1ccccc1O)NCCc1c[nH]c2ccccc12	-0.2	3	x	6	0	13	-9	-14	-5	8	0.2
Cc1cccn2c(=O)c(/C=C(\C#N)S(=O)(=O)c3ccccc3)c(N3CCN(c4ccccc4)CC3)nc12	-0.3	-2	-1	0	-10	-6	24	0	3	11	0.1
N#Cc1cnn2c(-c3ccc(Cl)cc3Cl)ccnc12	-0.1	15	-4	-9	15	-15	-6	1	-9	2	-0.8
Clc1cccc(CN2CCN(c3ncccn3)CC2)c1Cl	-0.1	-4	3	-7	8	-22	2	5	10	-2	-1.0
O=C(CN1CCN(c2ccccc2)CC1)NCc1ccc(F)cc1	-0.1	2	0	4	4	-10	-2	-8	-22	10	3.8
CC(C)(C)NC(=O)C1CCCN(S(=O)(=O)c2ccc(-n3cnnn3)cc2)C1 (stereo not given)	0.0	8	3	-5	-5	1	10	5	12	5	-0.5
CCc1ccc(NC(=O)C2CCCN(S(=O)(=O)c3cnc[nH]3)C2)cc1 (stereo not given)	0.0	1	-1	-5	-3	-9	13	-2	14	-3	0.1
CCCCN(CC)S(=O)(=O)c1ccccc1	0.0	-8	2	-12	8	9	4	-52	-2	14	-1.7
O=C(N/N=C/c1ccccn1)c1ccc(Br)o1	-0.1	-3	-1	-14	15	-9	3	-26	4	-32	-2.9
C=CCn1c2ccccc2c(=O)c2cc(C#Cc3cc(OC)cc(OC)c3)ccc21	0.5	-72	3	-15	-14	-39	15	-1	-10	-62	0.8
CCC(C)n1c(SCC(=O)NC2CCCC2)nc2ccccc2c1=O (stereo not given)	0.0	16	4	5	-7	-3	16	-3	-25	18	-0.5
CC(Oc1ccc2c3c(c(=O)oc2c1)CCC3)C(=O)NCC1CCC(C(=O)O)CC1 (stereo not given)	0.5	-39	-1	-1	x	-33	-23	-47	29	-58	0.8
Cc1ccc(S(=O)(=O)N(Cc2ccc(Cl)cc2)c2ccccc2C(=O)O)cc1	0.0	6	0	-12	-12	2	9	-11	-8	16	0.1
Cc1cc2nc(-c3ccccc3)c(Cc3ccsc3)n2c(C)c1Br	0.2	x	x	0	x	2	x	x	x	-7	-0.9
OC(c1ccc(F)c(F)c1)c1nc(-c2cc(F)cc(F)c2)cs1 (stereo not given)	0.1	12	x	11	x	42	-34	-9	-8	-36	-2.4
CCC(C)(C)NC(=O)c1ccc2c(c1)N(CC(=O)NC1CCCC1)C(=O)C(C)(C)O2	-0.1	33	4	-1	2	-25	-13	-5	-3	11	-0.4
CC1CC2(CCCCC2)N2C(=O)C(=O)c3cccc1c32 (stereo not given)	1.4	8	-1	-1	1	-16	4	-17	10	4	-0.1
CC(=NCc1ccccc1)C1=C(O)COC1=O	-0.2	16	2	-19	-1	26	-3	11	5	10	-1.2
N#Cc1c(NCCCO)nc(-c2ccccc2)c2c1CCCC2	0.0	17	2	-28	-13	-15	19	5	-11	11	-2.1
Cn1c(=O)c2c(SCC(=O)N3CCCc4ccccc43)nc(C3CC3)nc2n(C)c1=O	0.6	52*	-1	16	8	-7	-20	37	-8	20	2.4
CC/C(Cc1ccccc1)=N/NC(=O)CCn1nnc2ccccc21	0.1	6	3	-1	7	15	1	10	6	1	-0.8
Cc1c(C(C)C[C@H](C)O)oc(=O)c2c1Oc1c(C)c(C(C)C[C@H](C)O)oc(=O)c1C2 (stereo not given in full)	-0.1	-4	-4	-2	7	-21	-17	12	10	15	3.5

Looked up by structure from the entries so far, two records:
molecule	aDG glyco act	Peg3 prom inh	NR2E3 ag-1	TWEAK-Fn14 inh	MITF TRPM1 inh	NR2E3 ag-2	CF NFkB inh	Shn3 3UTR inh	KKLEB cytotox	HIF-2a inh	hiPSC survival
CC(=NCc1ccccc1)C1=C(O)COC1=O	-0.2	16	2	-19	-1	26	-3	11	5	10	-1.2
N#Cc1c(NCCCO)nc(-c2ccccc2)c2c1CCCC2	0.0	17	2	-28	-13	-15	19	5	-11	11	-2.1

Next results.
molecule	aDG glyco act	Peg3 prom inh	NR2E3 ag-1	TWEAK-Fn14 inh	MITF TRPM1 inh	NR2E3 ag-2	CF NFkB inh	Shn3 3UTR inh	KKLEB cytotox	HIF-2a inh	hiPSC survival
COc1ccc(-n2nnnc2SCC(=O)NC2CCS(=O)(=O)C2)cc1 (stereo not given)	-0.4	-3	x	-15	1	-22	-8	-8	12	1	-3.2
COc1ccc(NC2CCCN(C(=O)c3cc(CC(C)C)nc(N)n3)C2)cc1 (stereo not given)	-0.1	1	-5	-9	4	-7	2	4	-25	3	-0.3
CSCCC(NC(=O)COc1ccccc1)C(=O)N(C)Cc1ccc(F)cc1 (stereo not given)	0.2	7	2	4	1	-15	11	20	-13	9	-0.3
COc1ccccc1NS(=O)(=O)c1cccc(C(=O)NCC(c2ccco2)N(C)C)c1 (stereo not given)	0.0	-1	0	9	3	-8	-6	5	5	19	-0.2
CC1CCCC(C(=O)OCc2ccccc2)N1 (stereo not given)	0.0	3	0	-3	10	-13	8	11	0	13	1.0
O=C1NC(c2ccccc2)=C(c2nc3ccccc3s2)C(c2ccc(F)cc2)N1 (stereo not given)	0.1	40	0	23	-3	-3	24	10	-15	38	3.3
CC(C)c1ccc(/C=C2\SC(N3CCCC3)=NC2=O)cc1	1.8	-54	3	46	-27	-26	0	-9	2	-137	1.7
CCCc1nc2ccc(NC(=O)c3ccco3)cc2c(=O)n1Cc1ccc(Cl)cc1	0.0	-48	-3	1	-24	-26	5	13	-10	-9	-0.6
COc1ccc(NC(=O)C(=O)NCCN2CCN(C(=O)c3cccs3)CC2)cc1	0.2	-6	4	0	13	-15	-1	-2	-3	13	-0.8
O=c1c2cc(N3CCOCC3)ccc2[nH]c(=S)n1CCN1CCCC1	-0.2	1	1	-4	-4	-12	4	14	-4	15	1.7
Cc1ccc(Cn2ccc(NC(=O)c3cc(-c4cccs4)on3)n2)cc1	0.1	-18	3	-16	-20	-10	-7	21	17	-20	3.1
C#CCn1c(=NC(=O)c2cc(Cl)sc2Cl)sc2cc(S(N)(=O)=O)ccc21	0.5	-9	2	17	-11	-9	-13	16	6	5	1.6
COc1ccc(-c2nc3ccccc3n2OC(C)C(=O)O)cc1 (stereo not given)	-0.5	-47	-1	-34	-10	-45	1	-13	-2	-200	0.2
CCOc1ccc(C(=O)Nc2c(C(N)=O)oc3ccccc23)cc1	-0.2	-41	2	3	-6	-13	-18	18	-15	-119	-2.1
O=C(Nc1ccc(F)c(Cl)c1)C1Cc2c(-c3ccco3)ccnc2O1 (stereo not given)	0.4	9	x	14	x	20	28	6	-28	-24	-2.4
Cc1nn(-c2ccccc2[N+](=O)[O-])c(=O)c2ccccc12	0.2	3	1	15	14	-13	-4	-2	5	-1	-0.6
CCCNC(=O)CS(=O)(=O)c1ccccc1	-0.1	-4	2	1	-23	-12	10	5	-18	-13	-2.9
COc1ccc(Cl)cc1NC(=O)CNc1ccc(F)cc1C	0.2	9	0	-24	10	-10	-8	25	-4	-14	4.6
CC1CCCC(C)N1C(=O)CSc1ccc(-c2ccc3c(c2)OCCO3)nn1 (stereo not given)	-0.1	-75	0	9	-20	-21	4	-32	-16	-155	0.1
O=Cc1ccc(OC(=O)c2cc(Cl)nc3ccccc23)cc1	0.0	29	-4	-14	-3	19	-20	10	8	12	-3.9
CC(=O)NC(C)C(=O)OCC(=O)c1ccc(Cl)s1 (stereo not given)	1.5	-4	-1	-4	7	-5	5	0	2	5	3.5
Cn1c(C(=O)N2CCCc3ccccc32)cc2sccc21	0.0	-29	0	-13	-12	-26	-27	-17	3	-103	4.5
CCOC(=O)C1CCN(c2c(NCc3ccc(C(=O)N(C)Cc4ccccc4)cc3)c(=O)c2=O)CC1	0.1	7	4	-4	15	10	-5	-22	10	20	3.8
Cc1ccc(NC(=S)N(CCN(C)C)C(C)c2ccco2)cc1Cl (stereo not given)	0.2	13	1	-25	-7	-17	22	31	-13	13	0.1

Assay outcomes deposited in PubChem by several laboratories.
